ABCB1 inh: ABCB1 efflux pump inhibitors, primary screen, cell-based, multiplex, flow cytometry, ABCG2 counter-screen | inhibition, % at 6.6 µM | actives 0.067% (n = 190,000) | ATP-dependent translocase ABCB1 (Homo sapiens), P08183 | CCRF-Adr cells, JC-1 efflux | AID 1326, 2008; in the data active means inhibition above about 40%;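 further: 0% = vehicle and 100% = reference inhibitor; higher value means more JC-1 retained so stronger ABCB1 efflux block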
Target sequence (P08183 whole entry, looked up): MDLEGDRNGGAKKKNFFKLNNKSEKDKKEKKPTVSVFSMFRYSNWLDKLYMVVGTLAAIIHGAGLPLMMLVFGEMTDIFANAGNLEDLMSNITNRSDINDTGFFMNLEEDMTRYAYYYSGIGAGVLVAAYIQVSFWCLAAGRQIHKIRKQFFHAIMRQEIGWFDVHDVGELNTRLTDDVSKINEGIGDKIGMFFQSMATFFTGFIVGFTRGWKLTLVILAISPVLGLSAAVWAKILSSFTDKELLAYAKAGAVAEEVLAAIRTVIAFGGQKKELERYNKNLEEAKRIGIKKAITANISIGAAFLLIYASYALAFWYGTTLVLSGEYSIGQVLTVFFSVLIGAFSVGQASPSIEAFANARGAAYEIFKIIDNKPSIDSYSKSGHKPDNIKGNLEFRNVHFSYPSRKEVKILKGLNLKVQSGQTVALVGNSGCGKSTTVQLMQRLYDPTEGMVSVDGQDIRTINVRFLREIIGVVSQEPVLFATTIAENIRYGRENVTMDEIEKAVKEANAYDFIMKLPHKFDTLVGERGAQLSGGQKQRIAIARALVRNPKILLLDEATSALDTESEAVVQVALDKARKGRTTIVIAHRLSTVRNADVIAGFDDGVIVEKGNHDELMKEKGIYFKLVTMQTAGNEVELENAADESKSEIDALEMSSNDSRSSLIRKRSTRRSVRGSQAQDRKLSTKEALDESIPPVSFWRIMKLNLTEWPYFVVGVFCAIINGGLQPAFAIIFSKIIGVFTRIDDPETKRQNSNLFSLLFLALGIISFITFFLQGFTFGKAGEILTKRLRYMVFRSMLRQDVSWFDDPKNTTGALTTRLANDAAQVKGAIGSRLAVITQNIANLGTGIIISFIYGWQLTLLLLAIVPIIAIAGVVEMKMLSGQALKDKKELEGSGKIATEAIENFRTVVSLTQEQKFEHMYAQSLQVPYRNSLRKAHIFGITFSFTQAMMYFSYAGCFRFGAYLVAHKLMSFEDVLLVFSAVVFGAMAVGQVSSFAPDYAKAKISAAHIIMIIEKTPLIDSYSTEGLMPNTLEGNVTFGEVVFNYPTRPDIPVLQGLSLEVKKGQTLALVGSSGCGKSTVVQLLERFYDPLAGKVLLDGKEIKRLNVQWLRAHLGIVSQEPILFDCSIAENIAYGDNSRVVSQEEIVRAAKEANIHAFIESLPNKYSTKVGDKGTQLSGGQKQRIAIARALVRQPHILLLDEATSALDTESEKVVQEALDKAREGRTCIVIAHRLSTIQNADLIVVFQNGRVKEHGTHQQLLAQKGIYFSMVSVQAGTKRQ
Bcl-2 Bim block: inhibitors of Bim-Bcl-2 binding, primary screen, biochemical, multiplexed, human Bcl-2 family | Apoptosis regulator Bcl-2 (Homo sapiens), P10415 | inhibition, % at 10 µM | Bead-based flow cytometry, Bim peptide-Bcl-2 binding | AID 950, 2007 | actives 0.06% (n = 190,000); in the data active means inhibition above about 40%; inconclusive means no clear call, values can overlap the other calls;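 further: 0% = no compound wells with probe peptide and 100% = reference peptide inhibitor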
Bim-Bfl-1: inhibitors of Bim binding to Bfl-1, primary screen, biochemical, multiplexed, bead-based flow cytometry. inhibition, % at 10 µM. Bim-Bfl-1 binding inhibition. actives 0.12% (n = 190,000);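 further: 0% = wells without compound plus tracer and 100% = blocker peptide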
RGS4-Gao reg: modulators of RGS4 binding to Galphao, primary screen, biochemical, multiplexed bead flow cytometry | actives lie on both sides | binding response (% of control), % at 10 µM | actives 0.33% (n = 220,000) | Guanine nucleotide-binding protein G(o) subunit alpha (Homo sapiens), P09471 | AID 1415, 2008; in the data active means binding response below about 49% or above about 150%; inactive means in between;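 further: fluorescent Galphao activated with aluminum fluoride binding bead-coupled RGS4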
Bcl-W Bim block: inhibitors of Bim binding to Bcl-W, primary screen, biochemical, multiplexed, bead-based flow cytometry; inhibition, % at 10 µM; Bcl-2-like protein 2 (Homo sapiens), Q92843; actives 0.02% (n = 190,000); Bim peptide-Bcl-W binding;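 further: 0% = bound tracer without compound and 100% = peptide blocker; higher means less fluorescent Bim peptide bound to Bcl-W beads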
RGS8-Gao: RGS8-Galphao binding modulators, primary screen, biochemical, multiplexed bead flow cytometry | actives lie on both sides | response (percent of control binding), % at 10 µM | actives 0.34% (n = 220,000) | AID 1423, 2008; in the data active means response below about 60% or above about 140%; inactive means in between;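 further: Galphao activated as the GDP aluminium fluoride complex binding bead-coupled RGS8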
ABCG2 inh: ABCG2 efflux pump inhibitors, primary screen, multiplex with ABCB1, IgMXP3 cells, flow cytometry. JC-1 efflux. actives 0.1% (n = 190,000). AID 1325, 2008. Broad substrate specificity ATP-binding cassette transporter ABCG2 (Homo sapiens), Q9UNQ0. inhibition, % at 6.6 µM;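 active means inhibition above 80%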;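 further: 0% = DMSO and 100% = nicardipine control wells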
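test system = two drug-resistant human cell lines, ABCG2 and ABCB1 | amount = 3 million cells/mL final, two lines in 1:1 ratio | reagent = JC-1 transporter substrate | doses = one concentration, 6.6 µM final | incubation = 10 min at 25 °C | signal = flow cytometric JC-1 green MFI at 530 nm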
Bim-Bcl-B: inhibitors of Bim-Bcl-B binding, primary screen, biochemical, multiplexed, human Bcl-2 family | bead-based flow cytometry, Bim peptide-Bcl-B binding | inhibition, % at 10 µM | actives 0.073% (n = 190,000) | AID 951, 2007;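 further: 0% = tracer peptide without compound and 100% = reference inhibitor peptide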
GSH bead fluor: compound fluorescence on glutathione beads, profiling panel, artefact control, biophysical, 488/530 nm, flow cytometry | GSH beads flow cytometry, compound fluorescence 488/530 nm; active compounds read high | fluorescence (KMESF) at 10 µM | actives 0.25% (n = 190,000); in the data active means fluorescence above about 89;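 further: glutathione beads carrying GST-tagged Bcl family fusion proteins plus one bare bead set; values are compound well signal with DMSO vehicle wells as background; inactives centre near 16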
Bim-Bcl-XL: inhibitors of Bim-Bcl-XL binding, primary screen, biochemical, multiplexed, bead flow cytometry, human Bcl-XL | inhibition, % at 10 µM | Bim peptide-Bcl-XL binding, fluorescence | Bcl-2-like protein 1 (Homo sapiens), Q07817 | actives 0.04% (n = 190,000)
RGS7-Gao reg: RGS7-Galphao binding modulators, primary screen, biochemical, multiplexed bead flow cytometry; actives lie on both sides; binding response (% of control), % at 10 µM; actives 0.35% (n = 220,000); in the data active means binding response below about 49% or above about 150%; inconclusive means no clear call, values can overlap the other calls; inactive means in between;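 further: fluorescent Galphao held in activated GDP-AlF4 state binding bead-coupled RGS7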
Starred values were filed as active, the others as inactive; ? = inconclusive; . = not tested or not shown. Unless noted, no stated cut-off is given here; in the data, active means inhibition above about 40%.

SMILES | ABCB1 inh | Bcl-2 Bim block | Bim-Bfl-1 | RGS4-Gao reg | Bcl-W Bim block | RGS8-Gao | ABCG2 inh | Bim-Bcl-B | GSH bead fluor | Bim-Bcl-XL | RGS7-Gao reg
CCCn1cc(CN2CCC(Cc3ccccc3)(C(=O)OCC)CC2)c(C)n1 | 1.6 | -3.0 | -2.0 | 102.1 | -5.0 | 99.7 | 1.2 | -4.0 | 13 | -5.0 | 98.3
Cc1cccc(-n2c(CCCN3C(=O)c4ccccc4C3=O)nc3ccccc3c2=O)n1 | 3.4 | -3.0 | -3.0 | 100.7 | -3.0 | 98.2 | 39.5 | 1.0 | 35 | -4.0 | 98.5
CCC(=O)c1cn(CC(=O)NCC2CCCO2)c2ccccc12 (stereo not drawn) | 0.3 | -1.0 | 0.0 | 98.3 | 0.0 | 101.7 | 2.0 | -3.0 | 8 | 0.0 | 100.9
CC(NC(=O)CCC(=O)N1CCN(S(=O)(=O)c2ccc(Cl)cc2)CC1)c1ccccc1 (stereo not drawn) | 1.1 | -6.0 | -5.0 | 106.3 | -5.0 | 101.2 | 3.7 | -9.0 | 9 | -4.0 | 104.0
CC(C)(C)Sc1ccc2nc3c(n2c1)CCCC3 | 2.5 | -2.0 | 0.0 | 103.0 | -3.0 | 103.4 | 6.3 | -5.0 | 24 | -8.0 | 104.2
Cc1cccc(NC(=O)NNS(=O)(=O)c2ccc(F)cc2)c1 | 0.5 | -7.0 | -18.0 | 96.9 | -6.0 | 98.5 | 3.5 | -11.0 | 18 | -10.0 | 98.7
Cc1ccc(NC(=O)CN2C(=O)NC(C)(c3ccc(Cl)cc3)C2=O)cc1S(=O)(=O)N1CCOCC1 (stereo not drawn) | -0.3 | -8.0 | -13.0 | 95.5 | -4.0 | 83.1 | -8.6 | -6.0 | 9 | -7.0 | 98.0
Cc1cc(C)nc(SCCn2c(N3CCCCC3)nc3c2c(=O)n(C)c(=O)n3C)n1 | 0.7 | -7.0 | -8.0 | 104.7 | 0.0 | 103.2 | 4.0 | -7.0 | 28 | -7.0 | 105.0
Cc1cc(C)c(NC(=O)NC(=O)C(Cl)(Cl)Cl)c(C)c1 | 0.8 | 4.0 | -4.0 | 100.6 | -1.0 | 102.7 | 7.1 | 3.0 | 14 | 1.0 | ?
COCC(=O)Nc1cc(C(=O)Nc2cccc(C)c2C)ccc1Cl | 0.3 | -10.0 | -13.0 | 105.1 | 1.0 | 101.8 | 6.2 | -4.0 | 11 | -2.0 | 104.1
O=C(NCc1ccco1)C1CC(=O)N(c2ccc(O)cc2)C1 (stereo not drawn) | 0.7 | 0.0 | -2.0 | 99.6 | -1.0 | 103.2 | 1.2 | -1.0 | 17 | 0.0 | 99.0
COc1ccc(/C=C2/C(=O)N(CC3CCCO3)C(=S)N2C)c(OC)c1 (stereo not drawn) | 0.3 | -8.0 | -21.0 | 106.2 | -3.0 | 104.6 | 39.5 | -10.0 | 36 | -10.0 | 103.0
CC(=O)Nc1c(C(=O)N2CCOCC2)sc2nc3c(cc12)COC(C)(C)C3 | 0.3 | -8.0 | -14.0 | 95.0 | -1.0 | 96.4 | 9.1 | -7.0 | 13 | -2.0 | 98.0
CCc1ccccc1NC(=O)CSc1n[nH]c(C)c1[N+](=O)[O-] | 0.2 | 6.0 | 11.0 | 102.9 | 7.0 | 93.8 | 28.3 | 11.0 | 9 | 3.0 | 99.6
C/C(=N\NC(=O)c1nn(C)c(C)c1Br)c1ccc(NC(=O)c2ccccc2F)cc1 | -0.5 | -7.0 | -20.0 | 100.3 | -6.0 | 103.9 | -0.3 | -8.0 | 9 | -8.0 | 97.0
Cc1c2c(nc3ccccc13)CCC(C)C2 (stereo not drawn) | -0.4 | -2.0 | -3.0 | 101.5 | -3.0 | 99.6 | 1.5 | -1.0 | 13 | -1.0 | ?
CCOc1cc(C2CC(=O)NC3=C2C(=O)C(C(=O)OC)C(C)C3)cc(Cl)c1O (stereo not drawn) | 1.2 | 0.0 | 0.0 | 95.5 | 2.0 | 96.0 | 4.3 | -5.0 | 10 | -1.0 | 99.4
O=C(Cn1cc([N+](=O)[O-])cn1)Nc1ccc(Cn2cc(Br)cn2)cc1 | 0.4 | -6.0 | -18.0 | 101.2 | -10.0 | 102.0 | 13.3 | -16.0 | 22 | -12.0 | 104.3
COc1cccc(OC)c1C(=O)N1CCN(Cc2ccncc2)CC1 | -0.7 | -10.0 | -21.0 | 100.5 | -5.0 | 99.6 | -1.1 | -11.0 | 38 | -11.0 | 97.7
Cc1ccccc1C1CC(c2cccs2)Nc2nnnn21 (stereo not drawn) | 0.8 | 0.0 | -2.0 | 99.9 | -1.0 | 98.8 | 3.9 | 0.0 | 20 | -1.0 | ?

Molecules shown so far that contain an aryl methoxy group, in the order listed:
SMILES | ABCB1 inh | Bcl-2 Bim block | Bim-Bfl-1 | RGS4-Gao reg | Bcl-W Bim block | RGS8-Gao | ABCG2 inh | Bim-Bcl-B | GSH bead fluor | Bim-Bcl-XL | RGS7-Gao reg
COc1ccc(/C=C2/C(=O)N(CC3CCCO3)C(=S)N2C)c(OC)c1 (stereo not drawn) | 0.3 | -8.0 | -21.0 | 106.2 | -3.0 | 104.6 | 39.5 | -10.0 | 36 | -10.0 | 103.0
COc1cccc(OC)c1C(=O)N1CCN(Cc2ccncc2)CC1 | -0.7 | -10.0 | -21.0 | 100.5 | -5.0 | 99.6 | -1.1 | -11.0 | 38 | -11.0 | 97.7

Ordered by length of the SMILES (rising): three of the compounds above
SMILES | ABCB1 inh | Bcl-2 Bim block | Bim-Bfl-1 | RGS4-Gao reg | Bcl-W Bim block | RGS8-Gao | ABCG2 inh | Bim-Bcl-B | GSH bead fluor | Bim-Bcl-XL | RGS7-Gao reg
Cc1c2c(nc3ccccc13)CCC(C)C2 (stereo not drawn) | -0.4 | -2.0 | -3.0 | 101.5 | -3.0 | 99.6 | 1.5 | -1.0 | 13 | -1.0 | ?
COc1cccc(OC)c1C(=O)N1CCN(Cc2ccncc2)CC1 | -0.7 | -10.0 | -21.0 | 100.5 | -5.0 | 99.6 | -1.1 | -11.0 | 38 | -11.0 | 97.7
CCCn1cc(CN2CCC(Cc3ccccc3)(C(=O)OCC)CC2)c(C)n1 | 1.6 | -3.0 | -2.0 | 102.1 | -5.0 | 99.7 | 1.2 | -4.0 | 13 | -5.0 | 98.3

Next results.
SMILES | ABCB1 inh | Bcl-2 Bim block | Bim-Bfl-1 | RGS4-Gao reg | Bcl-W Bim block | RGS8-Gao | ABCG2 inh | Bim-Bcl-B | GSH bead fluor | Bim-Bcl-XL | RGS7-Gao reg
O=C1NNC(=O)C2C3C=CC(C4CC34)C12 (stereo not drawn) | 0.3 | -4.0 | -4.0 | 99.1 | -4.0 | 99.6 | 0.3 | 0.0 | 24 | -2.0 | 98.6
O=C1O/C(=C\c2ccccc2)c2ccccc21 | 0.2 | -1.0 | -2.0 | 99.6 | 0.0 | 91.1 | 6.8 | -4.0 | 4 | -2.0 | 98.8
O=C(NCc1cccs1)C(=O)NCC(c1ccco1)N1CCN(c2ccc(F)cc2)CC1 (stereo not drawn) | 0.5 | -6.0 | -7.0 | 85.3 | 0.0 | 96.2 | 2.8 | -3.0 | 15 | -4.0 | 94.7
COc1cccc(OCc2nc3ccccc3[nH]2)c1 | 0.4 | -8.0 | -8.0 | 101.8 | 2.0 | 103.1 | 3.3 | -5.0 | 24 | -1.0 | 98.4
O=C(CCCN1C(=O)c2ccccc2C1=O)Nc1ccc(S(=O)(=O)N2CCCCC2)cc1 | 0.8 | -7.0 | -9.0 | 97.3 | 0.0 | 100.2 | 3.7 | -9.0 | 14 | -1.0 | 99.7
O=C(NCc1cccs1)c1csc2ccccc12 | 0.3 | -4.0 | -2.0 | 102.4 | -2.0 | 100.7 | 4.2 | -4.0 | 10 | -3.0 | 102.8
O=C1CC(=O)CC(c2ccco2)C1 | 0.1 | -3.0 | -13.0 | 98.6 | 4.0 | 99.6 | -1.7 | -7.0 | 24 | 0.0 | 99.7
CC(=O)c1cccc(CN2CCN(CC(C)C)C(CCO)C2)c1 (stereo not drawn) | 0.3 | -1.0 | -5.0 | 110.2 | -3.0 | 107.5 | 4.0 | -6.0 | 13 | -1.0 | 106.3
O=C(c1cc([N+](=O)[O-])ccc1N1CCOCC1)N1CCCCC1 | 3.4 | ? | . | 99.1 | . | 91.7 | 18.2 | . | 31 | . | 102.3
N#C/C(=C\c1ccc(N2CCOCC2)o1)C(=O)NCC1CCCO1 (stereo not drawn) | 0.7 | 0.0 | -3.0 | 100.7 | 1.0 | 102.0 | 20.7 | -3.0 | 10 | 0.0 | 99.0
Cc1cc(C)n(-c2ccc(S(N)(=O)=O)cc2[N+](=O)[O-])n1 | 0.4 | 3.0 | 9.0 | 97.1 | 0.0 | 106.9 | 2.8 | 7.0 | 11 | 3.0 | ?
CCCCCCCC1(C)NC(=O)N(CC(=O)Nc2cc(C)on2)C1=O (stereo not drawn) | 0.2 | -1.0 | -3.0 | 98.7 | -1.0 | 99.6 | 0.5 | -5.0 | 10 | -4.0 | 98.2
Cc1nnc(SCC(=O)N2CCc3ccccc3C2)n1-c1ccccc1 | 0.8 | 1.0 | 0.0 | 100.7 | -1.0 | 100.4 | 5.9 | -3.0 | 5 | -4.0 | 100.2
CCOC(=O)CSc1nnc(-c2ccco2)n1-c1ccccc1 | 0.1 | -2.0 | -9.0 | 95.8 | 2.0 | 100.6 | 0.4 | -2.0 | 25 | -4.0 | 96.2
CCOC(=O)c1ccc(NC(=O)CSc2nc3c(c(=O)n2C)SC(C)C3)cc1 (stereo not drawn) | -1.6 | 1.0 | -5.0 | 97.5 | 1.0 | 95.8 | -1.2 | 1.0 | 15 | -1.0 | 101.3
Cc1onc(-c2ccccc2)c1C(=O)c1c[nH]c(C(=O)NCc2ccncc2)c1 | 0.1 | 0.0 | -4.0 | 102.2 | -2.0 | 101.0 | 2.5 | -5.0 | 13 | -4.0 | 101.9
Cc1nnc(-c2cnn(C)c2N)n1Cc1ccc(Cl)cc1 | 0.0 | -6.0 | -7.0 | 104.9 | 0.0 | 106.0 | 0.2 | -5.0 | 33 | -2.0 | 98.0
CN1CCS/C1=C\C=C1/SC(=S)N(CC(=O)O)C1=O | 0.9 | 0.0 | -4.0 | 103.2 | 0.0 | 103.8 | 1.5 | -4.0 | 13 | 0.0 | 101.6
CCN(Cc1nc2ccccc2c(=O)[nH]1)Cc1cc(=O)oc2cc(OC)ccc12 | 2.0 | -7.0 | -6.0 | 102.8 | -3.0 | 108.5 | 3.0 | -8.0 | 11 | -4.0 | 98.7
CC(/C=N/n1c(-c2cccnc2)n[nH]c1=S)=C\c1ccccc1 | -0.6 | 5.0 | 10.0 | 98.5 | 5.0 | 96.5 | -0.9 | -15.0 | 22 | 4.0 | 100.9
